# Screens (PubChem BioAssay)
# hIAP act – increases human intestinal alkaline phosphatase activity | P09923 | purified human IAP, CDP-Star luminescence, 30 min; hits give high values; 1 = vehicle-only enzyme, 0 = enzyme-free background | activation factor at 10 µM | 330,000 compounds, 0.16% hits | AID 2524;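 active = activation factor of the enzyme at least 2-fold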; also: the source names both 10 and 20 µM as test concentration; values of inactives mirror those of a sister screen read the other way
# Target sequence (P09923 whole entry, looked up): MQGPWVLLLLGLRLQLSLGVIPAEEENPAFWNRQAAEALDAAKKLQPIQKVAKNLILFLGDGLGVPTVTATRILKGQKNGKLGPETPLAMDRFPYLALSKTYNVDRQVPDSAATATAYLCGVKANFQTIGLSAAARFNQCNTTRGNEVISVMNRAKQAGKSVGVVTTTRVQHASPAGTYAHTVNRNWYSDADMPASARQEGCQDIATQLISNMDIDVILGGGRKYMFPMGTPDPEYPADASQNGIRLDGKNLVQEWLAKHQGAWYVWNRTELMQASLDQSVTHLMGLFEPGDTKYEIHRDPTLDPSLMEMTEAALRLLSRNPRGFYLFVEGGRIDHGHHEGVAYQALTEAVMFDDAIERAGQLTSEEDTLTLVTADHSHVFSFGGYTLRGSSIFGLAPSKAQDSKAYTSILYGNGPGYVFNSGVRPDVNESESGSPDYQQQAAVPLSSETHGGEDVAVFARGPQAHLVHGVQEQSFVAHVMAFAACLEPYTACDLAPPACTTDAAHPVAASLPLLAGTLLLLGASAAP
# tim10-1 inh – tim10-1 yeast growth inhibition; S. cerevisiae tim10-1 ts strain growth, BacTiter-Glo, 24 h; inhibition, % at 20 µM; 330,000 compounds, 2.2% hits; AID 463190;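 active = inhibition of at least 40%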;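 also: mutant grown at 25 °C; 0% = DMSO wells with yeast and 100% = wells holding no yeast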
# NLRP3 yeast inh – blocks the NALP3 inflammasome reconstituted in yeast; Yeast reconstituted NLRP3/ASC/caspase-1, beta-gal luminescence, 24 h; inhibition, % at 10 µM; 330,000 compounds, 0.39% hits; AID 2825;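 active = inhibition of 50% or more; inactive = inhibition below 50%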;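 also: plate controls were induced DMSO wells for no effect and uninduced yeast grown without galactose for full effect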
# Apaf-1 inh – blocks human Apaf-1 apoptosome activity | AID 489030 | reconstituted apoptosome caspase-3 activity, DEVD-Rh110 fluorescence | O14727 | 330,000 compounds, 0.71% hits | inhibition, % at 20 µM; active = inhibition of at least 40% at 20 µM;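 also: plate controls were DMSO wells for no effect and DEVD-CHO caspase inhibitor wells for full effect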
#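 Material: biochemical Apaf-1 apoptosome reconstitution. Medium: Hepes buffer, pH 7.5. Also added: cytochrome c activation, bis-DEVD rhodamine 110 substrate. Timing: 30 min compound preincubation, 50 min activation, room temperature. Measured by: rhodamine 110 fluorescence at Ex 480/Em 540 nm.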
# hIAP inh – blocks human intestinal alkaline phosphatase; P09923; purified IAP, CDP-Star luminescence, 30 min; inhibition, % at 10 µM; 330,000 compounds, 0.12% hits; AID 2544;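 active = inhibition reaching a set limit with compound at 10 µM in the primary screen, cut at about 35% in these data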;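 also: plate controls were DMSO wells with enzyme for no effect and no-enzyme buffer wells for full effect; values of inactives mirror those of a sister screen read the other way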
# TIM10 inh – inhibits growth of TIM10 yeast strain | inhibition, % at 10 µM | S. cerevisiae TIM10 strain growth, BacTiter-Glo luminescence, 24 h | AID 463195 | 330,000 compounds, 1.4% hits;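 active = inhibition of 40% or more at the single tested concentration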;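 also: wild-type TIM10 isogenic control strain grown at permissive 25 °C; 0% = DMSO yeast wells and 100% = minimal medium wells without yeast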
# ATG4B inhibitor – inhibitors of human ATG4B cysteine protease | Q9Y4P1 | ATG4B cleavage of LC3-PLA2, NBD-HPC fluorescence, 1 h | inhibition, % at 8.33 µM | 340,000 compounds, 0.51% hits | AID 504462; in the data active = inhibition above about 40%
# Target sequence (Q9Y4P1 whole entry, looked up): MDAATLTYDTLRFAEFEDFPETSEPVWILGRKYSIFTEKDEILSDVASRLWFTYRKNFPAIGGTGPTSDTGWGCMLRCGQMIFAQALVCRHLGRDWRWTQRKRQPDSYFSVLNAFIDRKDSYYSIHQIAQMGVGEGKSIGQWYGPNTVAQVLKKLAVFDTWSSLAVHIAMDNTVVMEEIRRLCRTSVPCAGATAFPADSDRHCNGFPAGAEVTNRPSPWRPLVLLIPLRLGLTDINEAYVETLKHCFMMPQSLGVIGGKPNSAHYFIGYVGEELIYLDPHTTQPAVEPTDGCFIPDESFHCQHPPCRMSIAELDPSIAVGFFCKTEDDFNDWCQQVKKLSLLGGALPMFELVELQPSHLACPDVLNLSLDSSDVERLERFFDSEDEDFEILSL
# mIAP act – increases mouse intestinal alkaline phosphatase activity; 330,000 compounds, 0.24% hits; activation factor at 10 µM; AID 2805; muIAP, CDP-Star luminescence, 30 min; hits give high values; 1 = vehicle-only enzyme signal, 0 = enzyme-free wells;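 active = activation factor of at least 2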; also: the source names both 10 and 20 µM as test concentration; values of inactives mirror those of a sister screen read the other way
#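 also added = chemiluminescent substrate CDP-Star | test system = mouse IAP enzyme | signal = chemiluminescence readout | compound = DMSO-dissolved test compounds | incubation = 30 min at room temperature | benchmarks = DMSO wells, no-enzyme wells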
# mIAP block – mouse IAP inhibition; AID 2806; inhibition, % at 10 µM; 330,000 compounds, 0.2% hits; purified mouse IAP, CDP-Star luminescence, 30 min;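 active = inhibition of at least 40% at 10 µM in the primary screen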;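 also: plate controls were DMSO with enzyme for no effect and no enzyme wells for full effect; values of inactives mirror those of a sister screen read the other way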
# Numbers without * were called inactive.
SMILES,hIAP act,tim10-1 inh,NLRP3 yeast inh,Apaf-1 inh,hIAP inh,TIM10 inh,ATG4B inhibitor,mIAP act,mIAP block
COc1ccc(C(=O)NC2=NCCS2)c(OC)c1,1.2,5,16,7,-16,9,-12,1.1,-5
CCNC(=O)N1C(=O)C2(OCCO2)c2cc(Br)ccc21,0.93,4,0,-2,7,7,3,0.97,3
C=CCNC(=O)CSc1nnc(-c2cccs2)o1,1,-22,16,-20,-3,-10,2,0.99,1
COc1cc(C(=O)Oc2ccc3ccc(O)cc3c2)cc(OC)c1OC,1,47*,-5,18,0,42*,-5,1.1,-9
Cc1ccc(OCc2cc(C(=O)NCc3cn4ccccc4n3)no2)cc1C,1.2,-11,17,16,-22,1,19,0.94,6
COc1ccc(S(=O)(=O)N2CCC(C(=O)NCc3ccco3)CC2)cc1,1.1,14,9,3,-12,-11,-6,1,-1
COc1ccc(NC(=O)CN(C)C(=O)c2cccc(S(=O)(=O)Nc3ccc(OC)cc3)c2)cc1,1.1,-31,13,1,-10,-7,-3,1.1,-6
COC(=O)CSc1nnc(SCc2ccc(OC)cc2)s1,1,10,-7,2,-4,-2,3,1.1,-9
O=[N+]([O-])c1ccc2c(c1)nc1n2CCN(c2ccccc2)C1,0.73,4,14,-11,27,9,-1,0.93,7
COc1cccc(CN2CCNC(=O)C2CC(=O)O)c1OC (centres undefined),0.96,13,13,4,4,7,0,0.99,1
Nc1cccc(C(=O)NCCNC(=O)c2cccc(N)c2)c1,0.91,24,17,6,9,3,0,1.1,-9
Cc1cc(C)cc(NC(=O)CN2CCN(CCN=CC3=C(O)CC(c4ccc(Cl)cc4)CC3=O)CC2)c1 (centres undefined),1.2,16,35,17,-21,15,4,0.93,7
COc1cc(NC(=O)CNc2cccc(S(=O)(=O)N3CCCC3)c2)cc(OC)c1,1.2,10,5,18,-17,3,-7,1.2,-18
O=C(CNC(=O)OCc1ccccc1)NC1CCCCCCC1,1.1,11,-1,-4,-12,0,4,1,-4
CC(CN1CCOCC1)OC(=O)Cc1ccc(Cl)cc1 (centres undefined),1,10,8,-16,0,8,-1,0.99,1
CC(NC(=O)c1ccccc1)C(=O)OCC(=O)c1c(N)n(C)c(=O)n(C)c1=O (centres undefined),0.93,-7,7,-8,8,-7,-12,1,-4
CC12CCC(C(=O)NNC(=O)c3ccc(F)cc3)(OC1=O)C2(C)C (centres undefined),1.1,-6,11,-2,-5,-1,-4,1.1,-6
Nc1cc(=O)[nH]c(=O)n1Cc1ccco1,1.2,7,-9,5,-20,4,-1,0.99,0
CC1CCN(C(=O)c2ccc(Br)c(S(=O)(=O)N3CCOCC3)c2)CC1,1.3,22,18,4,-28,16,5,0.97,3
O=C(Oc1c(-c2ccccc2)oc2ccccc2c1=O)c1ccccc1,0.88,21,19,1,12,30,45*,0.92,8
COC(=O)/C(N=Nc1c(C)n(C)n(-c2ccccc2)c1=O)=C(\C)O,1,12,4,-5,0,-3,-6,0.89,11
C(=N\N=C\c1ccccc1)/c1ccccc1,1,2,12,10,-2,-12,-4,0.83,17
CCOC(=O)NC1(Nc2ccc(C)cc2)Oc2ccccc2O1,1.1,7,15,7,-7,5,-5,0.98,2
COC(=O)C1C(O)=CC(=O)CC1C (centres undefined),0.96,10,3,5,4,-15,-11,0.96,4
Cc1ccc2nc(-c3ccccc3)cn2c1,0.99,-27,48,-4,1,19,-2,1,-2

# Overlap with the part before: 4 compounds, followed by the next part.
SMILES,hIAP act,tim10-1 inh,NLRP3 yeast inh,Apaf-1 inh,hIAP inh,TIM10 inh,ATG4B inhibitor,mIAP act,mIAP block
C(=N\N=C\c1ccccc1)/c1ccccc1,1,2,12,10,-2,-12,-4,0.83,17
CCOC(=O)NC1(Nc2ccc(C)cc2)Oc2ccccc2O1,1.1,7,15,7,-7,5,-5,0.98,2
COC(=O)C1C(O)=CC(=O)CC1C (centres undefined),0.96,10,3,5,4,-15,-11,0.96,4
Cc1ccc2nc(-c3ccccc3)cn2c1,0.99,-27,48,-4,1,19,-2,1,-2
O=C(CSc1nnnn1CCCO)Nc1ccc2c(c1)OCO2,1,13,-9,-17,-1,2,-9,1,-3
CC(Oc1cccc(F)c1)C(=O)Nc1ccc(N2CCOCC2)cc1 (centres undefined),1.1,15,-5,0,-10,7,-11,1.1,-8
O=C(O)CCNS(=O)(=O)c1ccc(Oc2ccccc2Cl)cc1,0.9,2,-1,-5,10,-2,-7,0.95,5
COc1ccccc1/C=C/C(=C1/C(=O)N(c2ccccc2)N=C1C)c1ccc(C)cc1,0.79,15,7,14,21,5,-5,0.89,12
CCCC(=O)Nc1nnc(C2CCCO2)s1 (centres undefined),0.97,8,5,-4,3,-4,-3,1,-3
Cc1cccc(C)c1NC(=O)c1ccc(-n2cncn2)nc1,1.1,-5,10,-6,-6,2,2,0.98,2
CN(Cc1ccccc1)C(=O)c1ccc(NC(=O)Cc2cccc(NC(=O)C3CCN(C(=O)C4CCC4)CC3)c2)cc1,0.97,10,24,11,3,2,-2,1.4,-40
CC(C)(CC(=O)O)Cc1nc(-c2ccc(Cl)cc2)no1,0.94,-5,13,-3,6,-9,-3,1,-1
COc1ccccc1N(CC(=O)Nc1c(C)n(C)n(-c2ccccc2)c1=O)S(=O)(=O)c1ccc(C)cc1,1,16,13,-3,0,17,-1,0.92,8
Cc1ccccc1OCC(=O)NNC(=O)CN1C(=O)c2ccccc2C1=O,1.1,-1,12,8,-6,20,-7,1,-3
Cn1cccc1/C=N/N1CCN(Cc2ccccc2Cl)CC1,0.9,-1,20,-1,10,4,-2,0.95,5
Cc1ccc(S(=O)(=O)N2CCN(C(=O)[C@H](Cc3ccccc3)NC(=O)c3ccco3)CC2)cc1C,0.93,4,13,1,7,10,-19,0.99,1
Cn1c(SCC(=O)NNC(=S)Nc2ccccc2)nnc1-c1ccccc1,0.89,-15,17,-32,11,5,-6,0.94,6
COc1cc(OC)cc(C(=O)Nc2ccc(Nc3ccccc3)cc2)c1,0.91,-10,28,0,10,23,-4,1.1,-5
Cc1nc2nc[nH]n2c(=O)c1CCC(C)C,1.1,10,3,15,-15,-3,-3,0.98,2
C=C1N(c2ccc(Cl)cc2)C(=O)OC1(C)C,1.1,0,30,3,-7,-11,-12,0.98,2
O=C1CN2Cc3c(ccc(Cl)c3Cl)N=C2N1,1.1,-20,22,-5,-11,6,-5,1,-1
COc1ccc(-c2ccc3oc(-c4ccc(OC)cc4)c(C#CC4(O)CCCCC4)c3c2)cc1,0.95,11,-4,15,5,16,-4,0.95,5
O=C(N/C(=C\c1ccccc1)C(=O)N1CCCCCC1)c1ccccc1,1.1,26,19,16,-6,5,7,0.94,6
COc1ccc(CC(=O)OCC(=O)Nc2ccc(Br)cc2)cc1,0.86,8,3,1,14,-4,-8,1,-2
Cc1ccc(CNC(=S)N(C)C)cc1,0.96,4,2,-10,4,8,1,0.92,8
Cc1ccc(-n2cc[nH]c2=S)c(C)c1,1.4,-1,25,-1,-36,0,7,0.95,5
Nc1c2c(nn1-c1ccc(C(=O)O)cc1)CNC2,0.96,11,-8,6,4,7,-2,0.93,7
O=C(NCCCl)C1Cc2c(ccc3ccccc23)O1 (centres undefined),0.89,8,18,-2,11,5,3,1,0
Cn1cc(Br)c(C(=O)NNC(=O)Nc2ccccc2C(F)(F)F)n1,1.5,14,10,-14,-50,11,-1,0.97,2

# Additional entries.
SMILES,hIAP act,tim10-1 inh,NLRP3 yeast inh,Apaf-1 inh,hIAP inh,TIM10 inh,ATG4B inhibitor,mIAP act,mIAP block
Cc1ccc2c(c1)[C@H]1[C@H](CO2)[C@H](c2ccccc2)[C@]2(C)C(=O)Nc3cc(F)ccc3C(=O)N12,0.9,11,11,14,10,12,-2,1.1,-14
Cc1cc(C)c(S(=O)(=O)Nc2ccc(-c3cn4ccccc4n3)cc2)c(C)c1,0.91,20,1,8,9,5,4,1.1,-10
COc1ccc(-c2nc3c([nH]2)c(=O)n(C)c(=O)n3C)c(OC)c1,0.9,25,10,-3,10,22,-2,1,0
O=C(Nc1nonc1-c1ccc(Cl)cc1)c1ccco1,1.1,8,-31,-4,-7,20,-13,0.93,7
CCN(CC)C(=O)c1cn(C)c(=O)c2cc(OC)c(OC)cc12,1.1,12,16,-3,-10,6,-14,1.1,-7
O=C(CCl)N(c1ccc(Cl)cc1)c1c[nH]c2ccccc12,1,44*,2,24,-3,41*,-3,1,-3
CCc1noc(C)c1C(=O)Nc1nnc(CC(C)C)s1,1.1,-24,14,0,-13,1,4,1,-1
O=C(Cc1ccc(Cl)c(Cl)c1)Nc1cccnc1,0.96,9,23,6,4,7,-5,1,0
COC(=O)c1ccc(OCCOc2ccc(C(=O)OC)cc2)cc1,0.88,5,-6,-11,12,2,-9,0.93,7
Cc1ccccc1C(=O)Nc1ccc(S(=O)(=O)Nc2onc(C)c2C)cc1,1,14,-1,-6,-4,-6,-8,0.96,4
CCOC(=O)c1cccc(NC(=O)CNS(=O)(=O)c2cccs2)c1,0.99,4,-2,15,1,0,-12,0.98,2
COc1cc(OC)c(C2N(c3ccccn3)C(=O)C3CCCN32)cc1OC (centres undefined),1.2,8,-6,0,-16,-12,-8,1.1,-6
COC(=O)c1oc2ccc(Br)cc2c1NC(C)=O,0.86,-4,4,-7,14,-6,-3,0.95,5
CC(C)C(=O)C1=Cc2cc([N+](=O)[O-])ccc2OC1N1CCOCC1 (centres undefined),0.9,23,37,10,10,12,7,1.1,-8
COc1ccc(C(=O)NNc2ccccc2)cc1OC,1.2,-15,2,-19,-16,-33,-3,0.97,3
OCCN1CCN(c2nc(NCc3ccco3)c3ccccc3n2)CC1,0.94,-42,11,-11,6,-57,-5,0.99,1
COc1ccccc1N1CCN(C(=O)c2ccccc2SCC(=O)NCc2ccco2)CC1,1.1,11,23,5,-11,8,0,1,-4
COc1ccc(C2CC(c3ccccc3)=NN2C(=O)COC(=O)c2cccc(S(=O)(=O)N(C)C)c2)cc1 (centres undefined),1.2,15,17,29,-18,39,-12,1,-4
N#Cc1c(-c2ccco2)nc(SCC(=O)Nc2cccc(Cl)c2)[nH]c1=O,0.83,6,5,1,17,-4,20,0.82,18
O=C1N/C(=N\N=C\c2ccccn2)SC1Cc1cccc(SC(F)F)c1 (centres undefined),0.99,28,7,8,1,9,1,0.89,11
CCN(CC)S(=O)(=O)c1ccc(N2CCOCC2)c(NC(=O)C2CC2)c1,0.94,10,9,2,6,1,-3,1,-3
COc1cccc(NS(=O)(=O)c2c(C)nc3sccn3c2=O)c1,0.98,11,8,-5,2,-9,0,1.1,-8
O=C(O)CC1S/C(=N/N=C/C2CC=CCC2)NC1=O (centres undefined),0.93,3,9,1,7,-24,-2,0.98,2
COc1cc(C2C3=C(Nc4nc(N)[nH]c(=O)c42)c2ccccc2C3=O)ccc1O (centres undefined),1,7,7,-21,-3,22,4,0.81,19
NS(=O)(=O)c1ccc(NC(=O)c2ccc(S(=O)(=O)N3CCCCC3)cc2)cc1,0.91,-5,17,-14,9,-7,-4,0.88,12
CN1CC(=O)N(CC(=O)Nc2ccc(N(C)C)cc2)c2ccccc2C1=O,0.86,11,6,-9,14,-14,-7,1.1,-6
COC(=O)Nc1ccc(Cc2ccncc2)cc1,1.2,6,-5,-17,-19,5,-7,0.98,2
